Screening data (PubChem)
S3 lipid droplet: qHTS Assay for Lipid Storage Modulators in Drosophila S3 Cells. Drosophila S3 cells, BODIPY lipid droplet fluorescence, 18-24 h; cells fed with added oleic acid. lipid storage change, negative = inhibition, % at the top dose, mostly 46.1 µM; hits show Potency in µM. actives 0.64% (n = 320,000). AID 2685, 2010; active = well fitted inhibition curve with a large enough effect in the signal ratio, with a control signal flat, not every such curve was filed as active; inconclusive = small, poorly fitted or top-dose-only effect, or effect the other way, or a change in a side signal; the % refers to the signal ratio
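Laser-scanning cytometry quantifies lipid droplet accumulation (500–530 nm total intensity; droplet/cell object ratio) in oleic acid-fed (400 uM added) Drosophila S3 cells treated with a concentration series. 20 uM Triacsin C defined 100% inhibition.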
S3 lipid droplet cell count max: also measured in S3 lipid droplet; calls as there; cell number change, %; measured here: cell count max response;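 cells counted by Cell Tracker Red CMTPX staining in the red channel; peak over a dose series mostly up to 46.1 µM; percent activity relative to internal control wells on each plate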
* = called active by the depositor; i = inactive; ? = inconclusive; . = no result given. % is scaled to controls: 0 for no effect and ±100 for the full control effect; potency is read from the fitted curve at half-maximal effect. Not all compounds are listed. The share of hits here may be higher or lower than overall.

item	SMILES	S3 lipid droplet	S3 lipid droplet cell count max
1	CC1(C)CC(NC(=O)C2CCC(=O)N(C3CC3)C2)CC(C)(C)C1 (stereo unspecified)	?	.
2	Nc1ncc(Br)cc1S(=O)(=O)N1CCCCCC1	?	.
3	O=C(O)/C=C/c1cn(-c2ccccc2)nc1-c1cccc([N+](=O)[O-])c1	2%	3
4	Cc1ccc(NC(=O)c2oc3ccccc3c2NC(=O)C2CCCO2)cc1C (stereo unspecified)	?	.
5	COc1ccc(-c2csc(NC(=O)Cc3ccccc3F)n2)c(OC)c1	?	.
6	CSc1nc(=S)n(-c2cc(C)ccc2C)c(C)c1C(C)=O	10%	20
7	CCOC(=O)N1CCC(NC(=O)CCC(=O)N2CC(C)Oc3ccc(Cl)cc32)CC1 (stereo unspecified)	?	.
8	O=C(CCC1CCCN(Cc2ccncc2)C1)NCc1ccc(F)c(F)c1 (stereo unspecified)	9%	-1
9	CC1(C)C(=O)Nc2ccccc2N1C(=O)COC(=O)COc1cccc(C(F)(F)F)c1	?	.
10	C=CCOc1ccc2cccc(/C=N/NC(=O)c3cc4cc([N+](=O)[O-])ccc4s3)c2c1	i	.
11	Cc1cccc(C2c3[nH]c4ccccc4c3CCN2C(=O)c2ocnc2C)n1 (stereo unspecified)	8%	5
12	CCN(CC)CCN(C(=O)C1=COCCO1)c1nc2cc3c(cc2s1)OCO3	-1%	3
13	Cc1cc(C(=O)Nc2ccccc2C(F)(F)F)no1	8%	17
14	N#Cc1c(F)cccc1NCc1cccnc1	10%	2
15	CCSc1ccccc1C(=O)NCc1ccc(S(N)(=O)=O)cc1	-4%	12
16	CC1C(=O)CC(c2ccc([N+](=O)[O-])cc2)NC1c1ccc([N+](=O)[O-])cc1 (stereo unspecified)	-4%	4
17	CCCCN1c2cc(C)c(O)cc2C(C(=O)OCC)C1C (stereo unspecified)	?	.
18	COc1ccc(C2=NCC(CSc3nnnn3C)S2)cc1 (stereo unspecified)	?	.
19	C=CCn1c(SCC(=O)Nc2ccc3c(c2)OCCO3)nnc1-c1ccccn1	?	.
20	CC(=O)c1cc(C(c2csc(C(C)=O)c2)c2csc(C(C)=O)c2)cs1	-10%	-13
21	N=C1C(c2ccccc2)=C(O)CN1c1cccc(S(N)(=O)=O)c1	?	.
22	O=C(CSc1nnc(-c2ccccc2)o1)NCC1CCCCC1	?	.
23	Cc1ccc(N2CC(=O)Nc3c(oc4nc(-c5ccccc5)cc(C)c34)C2=O)cc1	6%	14
24	CCOC(=O)C1=C(C)Nc2nc(SCc3cccnc3)nn2C1c1ccc(OC)cc1 (stereo unspecified)	?	.
25	COc1cccc(-n2cnc3sc(C)c(C)c3c2=O)c1	26%	16
26	O=C(NCc1ccco1)C12CN(Cc3ccccc3)CC1C(c1cccc([N+](=O)[O-])c1)=NO2 (stereo unspecified)	?	.
27	CC1CC(C)CN(C(=O)c2cc(-c3ccccn3)nc3ccccc23)C1 (stereo unspecified)	?	.
28	CC(C)C[C@H](NC(=O)Nc1ccccc1F)C(=O)O	?	.
29	Cc1ccc(-n2c(SCC(=O)NCc3cccs3)nnc2-c2ccoc2C)cc1	?	.
30	COc1ccc(N2CCN(C(=O)COC(=O)CNC(=O)c3ccccc3)CC2)cc1	?	.

Of the compounds above, five have two or more sulfur atoms:
item	SMILES	S3 lipid droplet	S3 lipid droplet cell count max
6	CSc1nc(=S)n(-c2cc(C)ccc2C)c(C)c1C(C)=O	10%	20
15	CCSc1ccccc1C(=O)NCc1ccc(S(N)(=O)=O)cc1	-4%	12
18	COc1ccc(C2=NCC(CSc3nnnn3C)S2)cc1 (stereo unspecified)	?	.
20	CC(=O)c1cc(C(c2csc(C(C)=O)c2)c2csc(C(C)=O)c2)cs1	-10%	-13
29	Cc1ccc(-n2c(SCC(=O)NCc3cccs3)nnc2-c2ccoc2C)cc1	?	.

Going on with the list:
item	SMILES	S3 lipid droplet	S3 lipid droplet cell count max
31	Cc1ccc(-c2nc(N)sc2CC(=O)OCC(=O)NCC2CCCO2)cc1 (stereo unspecified)	?	.
32	COC(=O)Cn1cnc2c(nnn2Cc2ccc(Cl)cc2)c1=O	?	.
33	CCCCCC1CC(CC/C(C)=N/NC(N)=O)C(=O)O1 (stereo unspecified)	?	.
34	O=C(CN(Cc1ccco1)S(=O)(=O)c1cccs1)Nc1ccccc1C(F)(F)F	?	.
35	Cc1ccc(N(CC(O)CN2CCCCC2)S(=O)(=O)c2ccccc2[N+](=O)[O-])cc1 (stereo unspecified)	?	.
36	O=C1CCCCC(=O)c2ccccc2N1	-5%	10
37	Cc1ccc(NC(=O)C(=O)Nc2ccc(C)cn2)nc1	-1%	14
38	CCn1c(=O)cc(C(F)(F)F)[nH]c1=S	?	.
39	Cc1oc(-c2ccccc2Cl)nc1CSc1nc2c(c(=O)[nH]1)CCC2	?	.
40	COc1ccc(NC(=O)C2CCCN(S(=O)(=O)c3cccs3)C2)cc1OC (stereo unspecified)	?	.
41	O=C(CN1CCCCC1)N1CCCc2c1c(=O)oc1ccc(OCc3ccccc3)cc21	?	.
42	COc1ccccc1/C=C/C(=O)NCC(=O)N/N=C/c1ccc2c(c1)OCO2	7%	13
43	Cc1c(C(=O)Nc2ccc(F)cc2)oc2ccc(S(=O)(=O)N3CCC4(CC3)OCCO4)cc12	?	.
44	CCCCOC(=O)c1ccc(NC(=O)c2ocnc2C)cc1	-26%	-27
45	O=C(CCc1ccccc1Cl)Nc1ccc(S(=O)(=O)N2CCOCC2)cc1	6%	-12
46	CCOC(=O)c1ccccc1NS(=O)(=O)c1cnn(CC)c1C	?	.
47	Cc1ccc(OCCNC(=O)CCNC(=O)c2ccc(Cl)cc2)cc1	?	.
48	O=C1OC(c2cccs2)=N/C1=C\c1ccc(-c2cccc(Cl)c2)o1	-20%	.
49	Cc1ccc(NS(=O)(=O)c2cc(Br)cnc2N)c(Cl)c1	?	.
50	Cc1ccc(C(=O)NNC(=O)CSc2nnc3c(n2)[nH]c2ccc(F)cc23)cc1	3%	6
51	O=C(COc1ccc(S(=O)(=O)N2CCCC2)cc1)NCc1cccnc1	?	.
52	Cc1cc(S(=O)(=O)NCc2ccccc2)ccc1OCC(=O)Nc1cccc([N+](=O)[O-])c1	?	.
53	Cn1c(NC(=O)c2cccc(C(F)(F)F)c2)cc(=O)n(C)c1=O	6%	-12
54	COc1ccc(N(CC(=O)NCCSc2ccccn2)S(=O)(=O)c2ccc(C)cc2)cc1OC	?	.
55	Cn1cccc1CC(=O)NNC(=O)Nc1ccc(Cl)cc1	-9%	1
56	Cc1nc(=O)c(-c2ccccc2)c(C)n1-c1ccc(C(=O)O)cc1	?	.
57	COc1ccccc1CCNC(=O)c1cnn2c(C(F)F)cc(C)nc12	?	.
58	CC(C)(C)S(=O)(=O)Cc1nc(-c2ccc(Cl)c(Cl)c2)cs1	-10%	-20
59	COc1ccc(-c2cc(C3CCN(c4cc(Cl)nc(N)n4)CC3)[nH]n2)cc1	18%	-2
60	CC(NC(=O)OC(C)(C)C)C(=O)Oc1cc2oc(=O)cc(-c3ccccc3)c2cc1Cl (stereo unspecified)	20%	.
61	CC(Oc1ccccc1Cl)C(=O)N1CCCN(C)CC1 (stereo unspecified)	?	.
62	CO/N=C(/CN1CCCCC1)c1ccc(Cl)cc1	-20%	2
63	COc1ccccc1CN(C)C(=O)c1ccc2c(c1)NC(=O)CS2	?	.
64	COc1cccc(C(=O)N(c2ccc(OC)cc2OC)C2C=CS(=O)(=O)C2)c1 (stereo unspecified)	?	.
65	CCc1cccc(NC(=O)Nc2ccc3c(c2)OCO3)c1	2%	-15
66	COc1cc(OC)cc(-n2nnnc2SCC(=O)NCCc2ccc(OC)c(OC)c2)c1	-2%	11
67	Cc1ccc(C(=O)c2ccc(C)cc2)cc1	?	.
68	N#CC1=C(N)C(C#N)(C#N)C2(CCC3(CC2)OCCO3)C2CC3(CC=C12)OCCO3 (stereo unspecified)	12%	3
69	Cc1cc2c(cc1C)CSC(c1c(O)ccc3ccccc13)SC2	?	.
70	O=C(O)C1CCCCC1C(=O)NCCC(c1ccccc1)c1ccccc1 (stereo unspecified)	6%	-1
71	CCN(CC)S(=O)(=O)c1ccc(/C=C/C(=O)OCC(=O)NNC(=O)c2ccc(OC)cc2)cc1	?	.
72	CCCC(=O)c1cc(F)c(N2CCN(S(=O)(=O)c3ccccc3)CC2)cc1C	?	.
73	Cc1cc(/C=C(\C#N)C(=O)NCc2ccccc2)cc(C)c1O	?	.
74	CCC(=O)Nc1ccccc1C(=O)OC(c1ccccc1)c1ccccc1	11%	6
75	O=C(CSc1nc2ccccc2o1)NCC1CCCO1 (stereo unspecified)	17%	.
76	CCN1CCN(C(=S)c2ccc(OCC(=O)N3CCOCC3)cc2)CC1	?	.
77	CC(C)C1NC(=S)N(C2CCCCC2)C1=O (stereo unspecified)	-5%	3
78	O=C(CSc1nc2ccccc2c(=O)[nH]1)N1CCOCC1	i	-3
79	COC(=O)c1ccccc1NC(=O)CSc1nc2c(c(=O)[nH]1)CCC2	?	.
80	CCOC(=O)c1cc(-c2csc(-c3ccc(C(C)(C)C)cc3)n2)on1	-5%	11
81	COc1ccc(OC)c(S(=O)(=O)N2CCCC(C(=O)NCc3ccccn3)C2)c1 (stereo unspecified)	?	.
82	O=C(COc1ccc2ccccc2c1)NC1=NCCS1	i	.
83	CCN(CC(=O)Nc1cc(S(=O)(=O)N2CCCCC2)ccc1C)Cc1ccccc1	?	.
84	Cc1ccc(OCCCC(=O)Nc2nnc(C3CCCO3)s2)c(C)c1 (stereo unspecified)	?	.
85	CCn1c(SCC(=O)Nc2nnc(C)s2)nnc1-c1ccncc1	19%	6
86	O=C(CSc1nc(-c2cccs2)cc(C(F)(F)F)n1)NCCCN1CCOCC1	-18%	12
87	Cc1ccc(Oc2nc3c(c(=O)n(Cc4ccccc4F)c(=O)n3C)n2C)cc1	i	.
88	CC(=O)Nc1cccc(C(=O)N2CCC(n3nccc3NC(=O)CC(C)C)CC2)c1	?	.
89	O=C(CN1C(=O)S/C(=C\c2ccc(F)cc2)C1=O)Nc1cccc(S(=O)(=O)NCc2ccco2)c1	6%	-3
90	CC1(C)SC2c3ccccc3C(=O)N2[C@@H]1C(=O)NC1CCCC1 (stereo partly specified)	i	.

From no. 79 as far as 82, as listed above:
item	SMILES	S3 lipid droplet	S3 lipid droplet cell count max
79	COC(=O)c1ccccc1NC(=O)CSc1nc2c(c(=O)[nH]1)CCC2	?	.
80	CCOC(=O)c1cc(-c2csc(-c3ccc(C(C)(C)C)cc3)n2)on1	-5%	11
81	COc1ccc(OC)c(S(=O)(=O)N2CCCC(C(=O)NCc3ccccn3)C2)c1 (stereo unspecified)	?	.
82	O=C(COc1ccc2ccccc2c1)NC1=NCCS1	i	.

Later entries.
item	SMILES	S3 lipid droplet	S3 lipid droplet cell count max
91	O=C(OCC(=O)N1CCCc2ccccc21)c1ccccc1NCCO	?	.
92	Cc1nc2ccccn2c1CN(C)C(=O)C1CCC(=O)N(Cc2cccc(F)c2)C1 (stereo unspecified)	i	5
93	COc1cccc(C(=O)c2c[nH]c(C(=O)NCc3cccs3)c2)c1	?	.
94	COc1ccc(-c2cc(C(=O)N3CCC3)c3ccccc3n2)cc1OC	i	.
95	O=C(O)c1[nH]c2ccc(Cl)cc2c1CCN1C(=O)c2ccccc2C1=O	-11%	1
96	O=C(Nc1nc2ccsc2c(=O)s1)c1ccco1	i	4
97	CCn1c(SCC(=O)c2ccc3ccccc3c2)nnc1-c1cccs1	0%	-7
98	CCOC(=O)C1=C(C)Nc2nc(C)nn2C1c1cc(OC)ccc1OC (stereo unspecified)	?	.
99	Cn1c(CNc2nc(-c3ccccc3)cs2)nnc1SCC(=O)OC1CCCCC1	-1%	.
100	Cc1ccc(Cn2c(Cc3ccccc3)nc3ccccc32)cc1	-7%	-6
101	CCCCn1nnnc1NCc1cc(Cl)c(OC)c(OC)c1	?	.
102	Cc1cc(C(=O)OCC(=O)Nc2cccc(S(=O)(=O)N3CCOCC3)c2)c(C)o1	?	.
103	Cc1cc(NC(=O)CSc2nnc(-c3ccc(Cl)s3)o2)no1	?	.
104	Cc1ccc(C(=O)Nc2ccc3c(c2)OCO3)cc1S(=O)(=O)N1CCCC1	?	.
105	COc1ccc(CC(NC(C)=O)C(=O)NC2CCN(C(=O)C3CCCCC3)CC2)c(OC)c1 (stereo unspecified)	?	.
106	Cn1c(=O)c2c(nc(Oc3ccccc3N)n2C)n(C)c1=O	7%	1
107	CC(=O)c1sc(NC(=O)c2ccc3c(c2)OCO3)nc1C	i	16
108	CCOc1ccc2nc(N3CCC(C(=O)NC4CCCCC4)CC3)sc2c1	?	.
109	O=C(Nc1ccc(Br)cc1)c1cnc[nH]1	9%	6
110	C#CCN1C(C)=C(C(=O)OC)C(c2cccc([N+](=O)[O-])c2)C(C(=O)OCC)=C1C (stereo unspecified)	?	.
111	O=C(COC(=O)CCOc1ccccc1)NCCC1=CCCCC1	10%	11
